NOD2 RIPK2 PPI: NOD2-RIPK2 protein interaction inhibition. O43353. hit rate 0.38% among 360,000. AID 624267. inhibition, % at 4.98 µM. CHO BLA complementation NOD2-RIPK2, CCF4 ratio; in the data active = inhibition above about 21%;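 note: 0% = vehicle only and 100% = reference blocker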
Target sequence (O43353 whole entry, looked up): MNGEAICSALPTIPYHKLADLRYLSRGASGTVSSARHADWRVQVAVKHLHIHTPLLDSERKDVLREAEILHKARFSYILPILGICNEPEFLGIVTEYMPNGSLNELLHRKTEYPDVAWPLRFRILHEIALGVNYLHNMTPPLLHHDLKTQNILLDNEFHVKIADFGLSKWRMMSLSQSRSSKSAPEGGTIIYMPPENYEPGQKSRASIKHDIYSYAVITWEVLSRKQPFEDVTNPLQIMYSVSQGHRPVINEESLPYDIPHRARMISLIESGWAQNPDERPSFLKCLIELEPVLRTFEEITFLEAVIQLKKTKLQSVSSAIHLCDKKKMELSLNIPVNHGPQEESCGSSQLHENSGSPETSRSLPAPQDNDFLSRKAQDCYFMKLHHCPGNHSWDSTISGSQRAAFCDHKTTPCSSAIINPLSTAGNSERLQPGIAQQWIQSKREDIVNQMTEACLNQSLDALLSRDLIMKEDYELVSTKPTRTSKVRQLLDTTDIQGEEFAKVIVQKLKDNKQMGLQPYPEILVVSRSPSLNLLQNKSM
ABHD5-PLIN5 inh: inhibitors of human ABHD5-perilipin-5 interaction; Q00G26+Q8WTS1; Split G. princeps luciferase complementation, luminescence, 4 h; inhibition, % at 4 µM; hit rate 0.78% among 360,000; AID 602281;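 active = inhibition above the mean inhibition across every tested compound plus 3 SD, cut at about 22% in these data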;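 note: 0% = DMSO only wells and the 100% control is not disclosed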
Exocytosis inh: blocks lytic granule exocytosis. TALL-104 LAMP-1 surface exposure, flow cytometry; cells stimulated with thapsigargin and PMA. inhibition, % at 10 µM. hit rate 0.66% among 360,000;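 active = inhibition above about 55%, limit read from the data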
NCOA1 inh: human NCOA1 inhibition; Q15788; HEK293 GAL4-SRC1 luciferase reporter, luminescence; hit rate 0.12% among 360,000; AID 588354; inhibition, % at 3.6 µM;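 active = inhibition above the campaign mean plus 3 SD, with each screening campaign given its own cutoff, cut at about 60% in these data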;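 note: 0% = DMSO treated cells and 100% = gossypol at 36 µM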
LRH-1 inv ag: inverse agonists of human LRH-1 (NR5A2); HEK293T StAR-luciferase reporter, LRH-1 transfected, 24 h; inhibition, % at 3.6 µM; hit rate 0.13% among 360,000;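 active = inhibition above the mean inhibition of all tested compounds plus 3 SD, cut at about 73% in these data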;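 note: 0% = DMSO wells and 100% = reporter-only cells lacking LRH-1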
Target sequence (O00482 whole entry, looked up): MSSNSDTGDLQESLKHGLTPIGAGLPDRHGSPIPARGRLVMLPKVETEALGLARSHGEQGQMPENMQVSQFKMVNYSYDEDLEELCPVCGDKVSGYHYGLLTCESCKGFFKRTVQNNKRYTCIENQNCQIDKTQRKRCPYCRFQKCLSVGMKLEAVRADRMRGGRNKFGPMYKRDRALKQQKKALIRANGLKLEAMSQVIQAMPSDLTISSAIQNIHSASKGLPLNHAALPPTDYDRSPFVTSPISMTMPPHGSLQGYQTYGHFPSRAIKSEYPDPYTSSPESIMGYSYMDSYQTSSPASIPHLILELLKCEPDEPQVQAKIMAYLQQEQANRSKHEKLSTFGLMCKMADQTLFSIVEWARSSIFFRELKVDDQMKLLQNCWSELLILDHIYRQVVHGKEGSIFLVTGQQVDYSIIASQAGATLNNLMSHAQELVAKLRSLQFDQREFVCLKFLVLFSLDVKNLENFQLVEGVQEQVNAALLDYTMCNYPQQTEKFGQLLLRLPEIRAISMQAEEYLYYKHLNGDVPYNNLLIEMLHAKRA
NCOA3 inh: inhibitors of human steroid receptor coactivator 3 (SRC3); Q9Y6Q9; HEK293 GAL4-SRC3 luciferase reporter, luminescence; inhibition, % at 3.6 µM; hit rate 0.17% among 360,000; AID 588352;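 active = inhibition above a per-campaign cutoff, the mean of all compounds plus 3 SD, cut at about 60% in these data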;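 note: 0% = DMSO-treated cells and 100% = gossypol-treated cells at 36 µM; higher means less SRC3-driven luciferase light from the GAL4 reporter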
TROY signal inh: blocks TROY-dependent signaling in reporter cells; Q293 LMP1-TROYcd NF-kB luciferase reporter, 4 h; inhibition, % at 10 µM; hit rate 0.98% among 360,000; AID 1347056;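 active = compounds whose plate-normalised and pattern-corrected inhibition of the luciferase reporter signal at the single screening dose is 50% or more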
TWEAK-Fn14 inh: blocks TWEAK-Fn14 interaction in a reporter cell assay. TWEAK-stimulated Fn14 reporter cells, luciferase luminescence, 8 h. inhibition, % at 10 µM. hit rate 2% among 360,000; in the data active = inhibition above about 50%
NR2F2 inh: NR2F2 (human) inhibition, primary screen. inhibition, % at 8.6 µM. AID 686940. HEK293T NGFI-A luciferase reporter, luminescence. P24468. hit rate 0.7% among 370,000;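 active = inhibition above a per-plate cutoff, mean inhibition of test wells between control levels plus 3 SD, cut at about 38% in these data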;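 note: cells cotransfected with COUP-TFII expression vector driving the NGFI-A reporter; 0% = median of COUP-TF2 test wells and 100% = reporter-only cells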
SRC2 inh: inhibits human steroid receptor coactivator 2; hit rate 0.17% among 370,000; inhibition, % at 9 µM; HEK293 GAL4-SRC2 luciferase reporter, luminescence; Q15596;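 active = inhibition above the mean inhibition of all tested compounds plus 3 SD, set per campaign, cut at about 52% in these data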;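 note: 0% = DMSO treated cells and 100% = cells given Gossypol at 36 µM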
TLR9-MyD88 block: blocks human TLR9 binding to MyD88 | Q9NR96+Q99836 | CHO BLA complementation TLR9-MyD88, CCF4 FRET ratio | inhibition, % at 4.98 µM | hit rate 0.21% among 340,000 | AID 504734;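 active = inhibition above the mean over all tested compounds plus 3 SD, cut at about 21% in these data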;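 note: 0% = DMSO only wells and 100% = clavulanate BLA inhibitor control wells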
* = called active by the depositor; · = not tested or not shown; & = joins results of further samples. These rows are one share of the data; count on the stated rates, not on these rows.

SMILES	NOD2 RIPK2 PPI	ABHD5-PLIN5 inh	Exocytosis inh	NCOA1 inh	LRH-1 inv ag	NCOA3 inh	TROY signal inh	TWEAK-Fn14 inh	NR2F2 inh	SRC2 inh	TLR9-MyD88 block
CSCc1ccc(C(=O)NCc2ccccc2)cc1	2	-3	7	-34	-18	-18	-46	-23	-26	5	-4
CC(=O)c1ccc(OCC(=O)OCC(=O)N(CC(C)C)c2c(N)n(Cc3ccccc3)c(=O)[nH]c2=O)cc1	-1	6	3	-9	-12	2	1	-2	29	17	-6
CN(CCOc1ccccc1)CC(=O)Nc1cccc(C#N)c1	-1	5	8	4	8	-10	-9	14	-18	-15	-6
Cc1ccn2cc(-c3cccc(NC(=O)c4ccccc4)c3)nc2c1	-9	-1	2	-44	-56	-30	-34	-51	-32	-14	-7
CC(=O)N1CCc2cc(Br)cc(S(=O)(=O)N3CCC(C(=O)O)CC3)c21	1	0	-4	-16	1	-30	-5	-11	-12	10	-6
Cc1c(N=C2NN=C(c3ccc(Cl)cc3)CS2)c(=O)n(-c2ccccc2)n1C	-3	-13	0	-16	4	8	35	0	10	-9	-5
Cc1cc(/C=C(\C#N)C(=O)Nc2ccc(Cl)cc2)c(C)n1-c1ccc(N2CCOCC2)c([N+](=O)[O-])c1	-10	7	1	4	-11	17	3	42	-1	15	-15
O=C(Nc1ccccn1)C1CCN(S(=O)(=O)c2ccc(Cl)cc2)CC1	-13	10	2	-6	-3	9	-20	-10	-8	7	-3
CCOc1ccc(NC(=O)CCN2CCN(C)CC2)cc1	0	-2	9	-9	-4	11	-1	-19	9	11	-1
CCOC(=O)c1c(C)[nH]c2c1-c1ccccc1C(=O)C2=O	-3	-34	3	2	28	40	63*	101*	0	-21	-10
COc1cc2c(cc1OC)C(C)N(C(C)=O)CC2 (stereo not given)	-18	1	-2	-46	-1	-4	1	9	-5	-22	2
CCN1CCc2nc3sc(C(=O)Nc4cccnc4Cl)c(N)c3cc2C1	-13	-8	4	-5	-24	7	-6	-4	16	10	-2
C=CCOC(=O)C1=C[C@H](c2ccccc2)[C@@H](CCCO)[C@H](OCC)O1	-3	5	-4	1	3	-2	-17	0	0	-18	4
O=C(O)/C=C\C(=O)Nc1ccc(N2CCN(c3ccc(Cl)c(Cl)c3)CC2)cc1	-1	2	-7	0	-2	22	16	9	-1	2	3
CC(=O)Nc1cnc(-c2ccccc2C(F)(F)F)cn1	-7	-4	-3	-30	-6	-10	-22	-11	-5	-13	·

Structures listed above marked active in TWEAK-Fn14 inh.
Structure	NOD2 RIPK2 PPI	ABHD5-PLIN5 inh	Exocytosis inh	NCOA1 inh	LRH-1 inv ag	NCOA3 inh	TWEAK-Fn14 inh	NR2F2 inh	SRC2 inh	TLR9-MyD88 block
CCOC(=O)c1c(C)[nH]c2c1-c1ccccc1C(=O)C2=O	-3	-34	3	2	28	40	101*	0	-21	-10

(further entries)
SMILES	NOD2 RIPK2 PPI	ABHD5-PLIN5 inh	Exocytosis inh	NCOA1 inh	LRH-1 inv ag	NCOA3 inh	TROY signal inh	TWEAK-Fn14 inh	NR2F2 inh	SRC2 inh	TLR9-MyD88 block
Cc1[nH]c(=O)[nH]c(=O)c1NC(=O)c1cccs1	-7	0	2	-20	3	-2	-3	8	-6	4	-4
O=C(CN1C(=O)c2cccc3cccc1c23)N1CCN(c2cccc(Cl)c2)CC1	1	-3	-2	5	7	7	-15	-8	5	-19	-9
CC(=O)c1cccc(OCc2cc(C(=O)N3CCC(N4CCCCC4)CC3)no2)c1	-1	4	-3	-15	-2	-3	-15	-4	-19	-28	5
Cc1ccc(C#N)c(SCc2ccccc2[N+](=O)[O-])n1	14	0	-1	-11	-18	-5	19	18	9	-12	0
COc1cc(/C(C)=N/NC(=O)CSc2nc3ccccc3[nH]2)ccc1O	-8	-4	-14	0	-28	5	-13	-13	-8	15	5
CCC(=O)Oc1ccc2c(C)cc(=O)oc2c1C	4	10	0	15	0	1	-6	-3	13	15	-1
CCOC(=O)c1[nH]c2ccccc2c1NC(=O)CN(C)C	-10	-3	-1	-18	-10	11	-1	-5	-3	14	-18
O=C(O)CCn1c(SCc2cccc3ccccc23)nc2ccccc21	-5	2	-4	-17	-49	-17	-49	-28	-9	6	-8
O=C(O)c1ccc(Cn2c(=S)[nH]c3cc(Cl)ccc3c2=O)cc1	1	5	5	5	11	9	-2	-3	-17	19	1
Cc1cc(Br)c2c(c1)=C(c1sc(N3CCCCCC3)nc1O)C(=O)N=2	-1	3	0	-35	-47	-25	-60	-42	-11	-2	5
C/C(=N\Nc1cc(C(F)(F)F)ccc1Cl)c1ccncc1	-7	-1	50	18	47	-32	-3	9	5	-39	-3
O=C(COc1ccccc1)NCC(=O)N1CCCCCC1	-4	3	0	-10	-12	-8	-8	10	-14	1	0
c1ccc(N=Nc2ccc3cccccc2-3)cc1	-1	-2	-5	-80	-80	-116	-49	12	-26	-85	-3
OC(CNCc1ccccc1F)(c1ccc(F)cc1)c1ccc(F)cc1	3	1	9	-6	5	-12	-19	-4	20	15	-5
CC(OC(=O)CNC(=O)C1CCCCC1)C(=O)NCc1ccccc1 (stereo not given)	-2	-3	0	-10	19	1	4	17	7	4	1
Cc1ccc(C(=O)NCCCNC(=O)c2ccco2)cn1	0	4	-6	-12	18	-2	10	5	22	2	-7
COc1ccccc1NC(=O)c1nnn(Cc2ccccc2)c1NC(C)=O	-10	-2	0	7	-3	-2	-4	-16	1	-17	1
Cc1ccc(Nc2cc(C(=O)NCCCN3CCOCC3)c3ccccc3n2)cc1C	0	15	-8	-43	-9	-10	14	9	-1	-39	7
CC#CC[N+](C)(C)CCCCCCCCCCCC	0	27*	-1	33	55	34	45	20	44*	2	2
COCCNC(=O)C/C(C)=N/NC(=O)C(=O)NC1CCCCC1	-9	-9	-1	-69	-1	10	9	-24	-13	30	-2
COc1cc(C(=O)Nc2nnc(C)s2)cc(OC)c1OC	-3	8	2	9	7	-9	-4	5	11	-9	1
CCC(=O)N1CCc2cc(S(=O)(=O)NCCC(=O)Nc3cc(C)cc(C)c3)ccc21	-2	-1	-2	-5	9	15	-10	14	-15	8	5
COc1cccc(C(=O)NCc2cn3ccsc3n2)c1	-7	-1	0	-20	-11	1	-43	-11	-4	-3	4
Cn1c(=O)[nH]c(=O)c2c1nc(CN1CCN(c3cccc(Cl)c3)CC1)n2CCN1CCOCC1	-3	-1	-2	-36	-10	-3	-8	-9	4	-7	4
O=C(CNCCO)Nc1ccc(F)c(Cl)c1	2	3	3	-10	-6	10	0	7	-5	-3	0
CC(C)NC(=O)NC(=O)CSc1ncc(C(F)(F)F)cc1Cl	1	-4	0	10	4	10	15	-5	14	3	0
c1cnc(N2CCN(Cc3ccc4c(c3)OCO4)CC2)nc1	-2&-6	-3&2	-1&-2	-5&8	21&9	7&-11	8&8	2&-11	6&18	-18&4	0&-2
Cn1c(=O)[nH]c(NC2CCCCC2)c([N+](=O)[O-])c1=O	-3	0	-1	-3	11	10	-19	-11	-4	-14	-9
CSCc1nnc(NC(=O)c2ccc(S(=O)(=O)N3CCCCC3C)cc2)o1 (stereo not given)	-7	-1	-8	-35	6	-3	9	0	14	4	-8
CC(=O)Nc1ccc(NC(=O)C(C)OC(=O)c2cccs2)cc1 (stereo not given)	-1	9	-11	-7	-17	8	1	-2	8	-16	-4
CCCCOc1ccc(OCCNC(=O)C2CCCN2C(=O)Nc2ccccc2)cc1 (stereo not given)	1	4	7	-15	1	9	-3	25	-20	-2	-5
COc1ccccc1-c1ccc(=O)n(CC(=O)NC2CCc3ccccc32)n1 (stereo not given)	-1	0	35	13	-20	3	-17	-16	6	-30	-3
CCCSc1nnc(-c2cnn(-c3ccccc3)c2-n2cccc2)n1C	1	0	1	-1	-18	2	3	-9	-5	-11	-2
COc1cccc(C2=NOC(C(=O)Nc3cc(OC)c(OC)c(OC)c3)C2)c1 (stereo not given)	1	4	-1	-5	15	1	-7	25	6	-5	-4
COCCNS(=O)(=O)c1cccn1-c1ncc(C(F)(F)F)cc1Cl	-1	0	-2	6	-1	-3	-10	1	10	-8	2
O=c1c2[nH]c3cccc(Cl)c3c2ncn1Cc1ccco1	4	-2	0	-10	10	1	-19	-15	6	5	1
CCOc1ccc(C(=O)NCC(=O)OCC(=O)c2ccc3c(c2)-c2ccccc2C3)cc1	0	-6	9	-13	-11	-1	19	3	1	-43	-3
COc1ccc2cc(C(=O)C3CCCN(C(=O)CCc4cnn(C)c4)C3)ccc2c1 (stereo not given)	11	9	-2	-62	-9	-20	-48	-21	-22	-19	10
CSc1cccc(NC(=O)c2c(Cl)cnn2C)c1	6	4	0	9	6	-5	-8	5	-38	-45	3
CC1CCN(CCC(=O)Nc2ccc3c(c2)CCC3)CC1	-12	3	6	3	9	8	6	-6	-12	-8	0
CN(CC(=O)Nc1ccc(Cl)cc1)C(=O)c1cccc(S(=O)(=O)N2CCN(Cc3ccccc3)CC2)c1	6	3	8	8	11	-7	32	21	37*	20	-5
COc1cc(CC(=O)OCC(=O)NCCc2ccc(S(N)(=O)=O)cc2)cc(OC)c1OC	8	-1	-16	0	3	3	-6	8	5	9	-2
COCCCNC(=O)Cn1c(=O)n(Cc2ccccc2Cl)c(=O)c2cc(OC)c(OC)cc21	-14	2	-2	2	-14	2	-4	0	-1	3	-12
CC(=O)NC(Cc1ccc(C)cc1)C(=O)NC1CCN(c2ncccc2[N+](=O)[O-])CC1 (stereo not given)	0	0	-2	8	24	26	9	5	12	5	-6
CSc1cc(-c2ccc(Cl)cc2)n(Cc2ccccc2)c(=O)c1C#N	-41	1	1	-2	-13	8	-2	10	1	-6	5
CCOC(=O)c1c(C)sc(Sc2ccc(Cl)cc2[N+](=O)[O-])c1OC	-7	0	3	-16	6	0	-1	12	-6	1	1
Fc1ccc(-c2nnc(CSc3nnc(-c4ccc5c(c4)OCO5)o3)o2)cc1	2	-1	7	-11	-9	-20	-19	-12	12	23	7
Cc1ccc2c(c1)N(CC(=O)NCCC1=CCCCC1)C(=O)c1cccnc1O2	-3	7	-2	3	17	-6	-5	-4	19	-9	0
CCCCn1c(N)c(N(Cc2ccccc2)C(=O)COc2ccccc2F)c(=O)[nH]c1=O	0	-5	5	-2	-31	8	-45	-1	8	-10	-1
CN(C(=O)c1cccc(NC(=O)Cc2ccccc2)c1)c1ccccc1	4	-5	0	16	12	2	3	-11	18	4	-6
CC(C)CN1CN(Cc2ccco2)CNC1=S	-4	-3	-6	-4	19	17	9	7	15	-4	0
CCOC(=O)CC1C(=O)NCCN1C(=O)c1sc2ccccc2c1Cl (stereo not given)	-3	-3	11	-6	-3	-15	15	-19	7	-31	-5
O=C(Nc1ccncc1)c1ccc(NS(=O)(=O)c2cccc(F)c2)cc1	2	7	-6	-4	-4	17	-1	12	29	23	2
COc1ccc(S(=O)(=O)Nc2cc(C)cc(C)n2)c2ccccc12	6	1	-2	-14	13	14	-3	3	3	12	-2
COc1ccc(S(=O)(=O)Nc2cccc(S(=O)(=O)N(C)C)c2)cc1[N+](=O)[O-]	-9	-11	-3	-14	-17	7	0	-13	14	-9	-3
CCc1ccc(NC(=O)c2c(C(=O)Nc3ccccc3)sc3nc(C)cc(=O)n23)cc1	-1	-5	7	8	-15	8	-14	6	5	0	-1

Source: PubChem BioAssay (several laboratories)
